# TDP-43 yeast inh = qHTS of TDP-43 Inhibitors | Potency, µM (highest dose often 46.1 µM), without a hit: top-dose growth rescue (activation), usual class: activators | AID 652104, 2013 | hit rate 1.8% among 410,000 | TDP-43 expressing yeast growth rescue, BacTiter-Glo, 24 h; further: potency means the concentration at half of the fitted maximal effect; % of control where 0% means no effect; nearly all actives have a fitted effect of over 50% in size
#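 Cell-based yeast growth screen: TDP-43 expression induced in galactose, inoculum OD600=0.02 after raffinose pregrowth to mid-log. Read-out BacTiter-Glo luminescence at 24 hr, 30 deg C; inhibition of toxicity seen as signal increase.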
# D3 ag = qHTS of D3 Dopamine Receptor Agonist: qHTS | D(3) dopamine receptor (Homo sapiens), P35462 | D3R DiscoveRx beta-arrestin cells, luminescence, 90 min | max activation, % | hit rate 0.58% among 410,000 | AID 652048, 2013; in the data active means max activation above about 30%; further: 0% is about no effect; mostly tested at two doses, the higher about 12 µM
# Target sequence (P35462 whole entry, looked up): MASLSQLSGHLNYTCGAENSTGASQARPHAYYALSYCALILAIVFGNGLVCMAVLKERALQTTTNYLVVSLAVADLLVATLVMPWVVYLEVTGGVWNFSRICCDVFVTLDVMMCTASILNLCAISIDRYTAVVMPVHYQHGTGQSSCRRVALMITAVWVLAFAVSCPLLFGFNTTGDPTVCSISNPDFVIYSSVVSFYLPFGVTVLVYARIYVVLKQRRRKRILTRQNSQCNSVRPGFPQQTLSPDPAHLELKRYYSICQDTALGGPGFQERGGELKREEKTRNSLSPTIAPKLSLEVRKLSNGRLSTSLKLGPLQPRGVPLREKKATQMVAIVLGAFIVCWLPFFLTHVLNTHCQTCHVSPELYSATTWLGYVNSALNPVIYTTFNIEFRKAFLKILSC
#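 Agonist-mode cell screen: cells plated at 1500/well and incubated overnight at 37 °C, then exposed to library compounds for 90 min at 37 °C. Detection reagent was added for 30–60 min at room temperature, and luminescence was read.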
# aSyn yeast inh = qHTS of alpha-syn Inhibitors. hit rate 0.14% among 370,000. Yeast expressing alpha-synuclein, growth rescue, BacTiter-Glo, 24 h. AID 652106, 2013. Potency, µM (highest dose often 46.1 µM), inactives show top-dose growth rescue (activation), most hits filed as activators; further: potency means the concentration at half of the fitted maximal effect; % of control where 0% means no effect; nearly all actives have a fitted effect of over 65% in size
#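 Galactose-induced alpha-syn yeast (OD600=0.02, raffinose-pregrown) + pinned cpd, 24 hr, 30 deg C; growth by BacTiter-Glo luminescence. Growth restoration scores as activation.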
# GLP1R inv ag = qHTS of GLP-1 Receptor Inverse Agonists (Inhibition Mode) | Glucagon-like peptide 1 receptor (Homo sapiens), P43220 | HEK293 GLP-1R CRE-luciferase, luminescence, 24 h; GLP-1R form is constitutively active | Potency, µM (doses to about 38.3 µM), inactives show at the highest dose activity change, negative = inhibition, most hits filed as inhibitors | hit rate 1.6% among 410,000; further: potency means the concentration at half of the fitted maximal effect; on the % scale 0 is the no-effect control and ±100 the full control effect; nearly all actives have a fitted effect of over 55% in size
# Target sequence (P43220 whole entry, looked up): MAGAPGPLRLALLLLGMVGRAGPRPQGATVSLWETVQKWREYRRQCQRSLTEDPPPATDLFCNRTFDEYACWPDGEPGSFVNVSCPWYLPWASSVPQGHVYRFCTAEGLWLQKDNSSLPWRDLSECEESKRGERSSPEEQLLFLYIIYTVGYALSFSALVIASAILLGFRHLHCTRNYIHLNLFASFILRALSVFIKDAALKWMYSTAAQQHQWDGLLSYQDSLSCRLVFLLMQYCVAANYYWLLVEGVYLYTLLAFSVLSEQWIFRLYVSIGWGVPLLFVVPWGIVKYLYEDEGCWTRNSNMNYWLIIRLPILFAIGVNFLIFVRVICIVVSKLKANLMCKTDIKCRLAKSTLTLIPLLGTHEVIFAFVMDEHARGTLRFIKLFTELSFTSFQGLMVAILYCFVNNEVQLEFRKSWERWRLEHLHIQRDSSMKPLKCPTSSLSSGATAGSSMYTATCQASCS
#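 Using stably transfected HEK293 (constitutively active GLP-1R, cAMP-luciferase reporter), compounds were incubated 24 hr and luciferase measured by luminescence.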
# D3 antag = qHTS of D3 Dopamine Receptor Antagonist: qHTS. D3R cells, DiscoveRx beta-arrestin luminescence, antagonist mode; active compounds read low. max response, negative = inhibition, %. hit rate 2.5% among 360,000. AID 652054, 2013; in the data active means max response below about -50%; inconclusive means no clear call, values can overlap the other calls; further: on the % scale 0 is the no-effect control and ±100 the full control effect; mostly tested at two doses, the higher about 12 µM
#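 Cells expressing the human receptor were seeded at 1500 cells/well, incubated overnight at 37 degrees C in 5% CO2, then exposed to library compounds with dopamine controls for 90 minutes at 37 degrees C before luminescent detection.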
# GLP1R cytotox = qHTS of GLP-1 Receptor Inverse Agonists: Cytotox Screen | HEK293 cAMP-luciferase reporter cells, luminescence, 24 h | Potency, µM (highest dose often 38.3 µM), for the others: at the highest dose activity change, negative = inhibition, usual class: inhibitors | hit rate 0.13% among 410,000 | AID 624418, 2012;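 further: loss of luciferase light is scored as toxicity; potency means the concentration at half of the fitted maximal effect; on the % scale 0 is the no-effect control and ±100 the full control effect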
#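 Compound-treated cells are incubated 24 hr at 37 deg C under 5% CO2 after a 12 hour attachment period, then luciferase detection reagent is added and luminescence is measured following 12 min at room temperature; lowered signal indicates toxicity.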
# PTHR1 ag = qHTS for PTHR1 Agonists: Primary Screen; Parathyroid hormone/parathyroid hormone-related peptide receptor (Homo sapiens), Q03431; HEK293 GP2 PTHR1 cells, GloSensor cAMP luminescence, 1 h; Potency, µM (titrated, usually from 115 µM), for inactives: top-dose activation, most hits filed as activators; hit rate 0.075% among 410,000; further: potency means the concentration at half of the fitted maximal effect; nearly all actives have a fitted effect of over 55% in size; some results filed as inactive show a strong effect at the top dose; inactives centre near -15; many of its hits are not listed in these tables
#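 HEK-293-derived GP2 cells expressing PTHR1 and a GloSensor cAMP reporter, 3,000/well, plated overnight, given luciferin plus IBMX (each 0.5 mM as added) for 1 h at 37 °C, then compound for 1 h at 37 °C. Luminescence was read after 15 min at room temperature.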
# GLP-1R agonist = qHTS of GLP-1 Receptor Agonists | Glucagon-like peptide 1 receptor (Homo sapiens), P43220 | HEK293 GLP-1R CRE-luciferase, luminescence, 4-6 h; cells express a hypersensitive GLP-1R form | Potency, µM (highest dose often 45.6 µM), inactives show at the highest dose activation, hits mostly activators | hit rate 0.007% among 380,000 | AID 624172, 2012; further: potency means the concentration at half of the fitted maximal effect; % of control where 0% means no effect
# KB-V1 MDR tox = qHTS assay for MDR1-selective chemotherapeutics: Primary screen using the drug-selected MDR subline cells KB-V1; KB-V1 MDR cells viability, CellTiter-Glo, 72 h; Potency, µM (highest dose often 46.1 µM), inactives show at the top dose activity change, negative = cytotoxicity, actives largely listed as cytotoxic; hit rate 3.4% among 400,000; further: potency means the concentration at half of the fitted maximal effect; on the % scale 0 is the no-effect control and ±100 the full control effect; nearly all actives have a fitted effect of over 60% in size
#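 KB-V1, DMEM (no phenol red) + 10% FBS; cpd pin-transferred, titration series; 72 h, 37 degrees C; CellTiter-Glo, luminescence. Data normalized, curve-fit.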
# Starred values were filed as active, the others as inactive; i = inactive; ? = inconclusive; nt = no result given; [ ] = another dose, or the depositor's remark. Unless noted, the call rests on the fitted dose curve; in most records, active means well fitted curve in the direction sought with a large enough effect; inconclusive means small, poorly fitted or top-dose-only effect, or another doubt; inactive means no such curve, though single readings can be large; an effect the other way counts as inactive or inconclusive. This is a subset, so the mix of outcomes need not match the whole.
1	O=C(CN(Cc1ccccc1)C(=O)c1ccc2c(c1)OCCO2)NCc1ccc2c(c1)OCO2
2	Cc1ccc(C)c(N2CCN(C(=O)c3ccc(Cn4c(=S)[nH]c5ccc(N6CCOCC6)cc5c4=O)cc3)CC2)c1
3	COC(=O)C1CCN(C(=O)c2ccc(OC3CCN(Cc4ccccn4)CC3)cc2)CC1
4	CCOC(=O)CC(=O)CSc1nc2c(sc(=S)n2-c2ccc(C)c(C)c2)c(=O)[nH]1
5	Cc1cccc(NS(=O)(=O)c2ccc(C(=O)N3CCC3)cc2)c1C
6	CC(C)(C)OC(=O)N1CCC2(CC1)C(C#N)=C(N)OC1=C2C(=O)CCC1
7	COc1ccccc1NS(=O)(=O)c1cccc(C(=O)N/N=C/c2cn(-c3ccccc3)nc2-c2ccccc2)c1
8	O=C(COc1ccc(/C=N/NC(=O)c2ccncc2)cc1)Nc1cccc([N+](=O)[O-])c1
assay / compound,1,2,3,4,5,6,7,8
TDP-43 yeast inh,13%,16%,3%,5%,-10%,-8%,-1%,-17%
D3 ag,-2,-1,1,6,4,3,7,-16
aSyn yeast inh,12%,-1%,-1%,-4%,-2%,-3%,1%,-1%
GLP1R inv ag,?,?,23%,8.9µM*,-8%,1%,-14%,5%
D3 antag,5,-10,4,3,0,1,?,?
GLP1R cytotox,-21%,28%,-2%,-19%,-2%,4%,4%,-5%
PTHR1 ag,i,i,i,-32%,i,-28%,-4%,6%
GLP-1R agonist,14%,7%,6%,5%,4%,-5%,7%,11%
KB-V1 MDR tox,0%,-1%,-3%,0%,-8%,-1%,-24%,-7%

9	CSc1ccc(CCNC(=O)Cn2ncc3c(=O)oc4ccc(C)cc4c32)cc1
10	O=C1CN(C(=O)c2ccccc2)C(c2ccccc2)c2cc(F)ccc2N1 (stereo not drawn)
11	COc1cccc(CCNC(=O)C2CCC(=O)N(Cc3cccc(OC)c3)C2)c1 (stereo not drawn)
12	NC(=O)COc1ccc(-n2cnnn2)cc1
13	CCOC(=O)c1[nH]c2ccccc2c1NC(=O)c1ccc(S(=O)(=O)N(C)C)cc1
14	COc1cc(OC)c(-c2nnc(-c3ccc(OC)c(OC)c3OC)o2)cc1OC
15	CC(C)OCCCNC(=O)CCc1nc(-c2ccccc2)no1
16	O=C(Cn1cc(C(F)(F)F)cc(Cl)c1=O)NCCc1ccccc1
assay / compound,9,10,11,12,13,14,15,16
TDP-43 yeast inh,21%,5%,16%,2%,9%,-12%,13%,21%
D3 ag,-1,0,0,1,2,11,-8,3
aSyn yeast inh,nt,0%,-1%,-2%,0%,-8%,-7%,-8%
GLP1R inv ag,-16%,-20%,10%,16%,-16%,0%,4%,0%
D3 antag,nt,1,37,13,28,34,-27,12
GLP1R cytotox,0%,-9%,-15%,4%,-14%,0%,6%,15%
PTHR1 ag,i,-5%,i,-20%,-10%,-7%[57.5 µM],i,i
GLP-1R agonist,nt,12%,6%,0%,-5%,7%,1%,-8%
KB-V1 MDR tox,8%,-5%,1%,10%,-14%,?,3%,?

17	Cn1cccc1/C=C1\SC(=O)N(c2ccccc2)C1=O
18	COCCn1c(C)cc(O)c(C(c2ccccc2)N2CCN(c3ccccc3)CC2)c1=O (stereo not drawn)
19	S=C(c1cccs1)N1CCCC1
20	OCCCNc1nc(-c2ccccc2)c2cc(Cl)ccc2n1
21	CCOC(=O)c1c(CN(C)C)n(C)c2c(O)c(N=NC(N)=O)c3ccc(Br)cc3c12
22	CCCS(=O)(=O)Nc1cc(C(F)(F)F)ccc1OCCOC
23	Cc1nc2c(cnn2-c2ccccc2Cl)c(=O)n1-c1ccc(N2CCC(C)CC2)cc1
24	Cc1noc(C)c1NC(=O)Nc1ccc2c(c1)C(=O)N([C@@H](C)CO)C[C@@H](C)[C@@H](CN(C)Cc1ccc3c(c1)OCO3)O2
assay / compound,17,18,19,20,21,22,23,24
TDP-43 yeast inh,-21%,-12%,9%,14%,-29%,?,-7%,22%
D3 ag,0,-25,0,7,7,4,3,12
aSyn yeast inh,9%,nt,1%,4%,-3%,nt,-10%,-2%
GLP1R inv ag,7%,4%,1%,22%,32%[activator],0%,0%,9%
D3 antag,-8,nt,-9,29,4,-16,22,20
GLP1R cytotox,16%,5%,1%,288%[activator],?,-41%,-18%,2%
PTHR1 ag,-23%,24%,i,i,-7%,-17%,10%[57.5 µM],-24%
GLP-1R agonist,2%,nt,6%,37%,26%,-3%,-4%,-1%
KB-V1 MDR tox,?,0%,18%,?,0%,-6%,6.5µM*,0%

25	O=C(Nc1nnc(-c2ccncc2)o1)C1CCCCC1
26	Cc1ccc(CCNC(=O)c2cc3sccc3n2Cc2ccc(F)cc2)cc1
27	CC(=O)c1cccc(Nc2c3c(nc4nc(-c5cccs5)nn24)CCCC3)c1
28	COc1ccc2c(-c3cc4ccc(OCc5ccc(F)cc5)cc4oc3=O)cc(=O)oc2c1
29	COc1ccc(-c2nc(CN3CCC(C(=O)NCCCOC(C)C)CC3)c(C)o2)cc1OC
30	CN1OC[C@@H]2CN(Cc3cc(Cl)cc(Cl)c3)[C@H](c3cccc(-c4ccccc4)c3)C[C@@H]21
31	COC(=O)c1ccc(Oc2coc3cc(OCc4ccc([N+](=O)[O-])cc4)ccc3c2=O)cc1
32	CC(Sc1nnc(-c2ccco2)n1C)C(=O)N(C)C1CCCCC1 (stereo not drawn)
assay / compound,25,26,27,28,29,30,31,32
TDP-43 yeast inh,7%,3%,23%,10%,14%,?,16%,15%
D3 ag,0,-19,7,0,2,-21,2,7
aSyn yeast inh,-1%,nt,nt,1%,nt,0%,-1%,-1%
GLP1R inv ag,0%,-34%,-22%,-2%,11%,6%,1%,11%
D3 antag,8,nt,nt,17,nt,6,8,-11
GLP1R cytotox,0%,-17%,3%,-2%,-7%,2%,-15%,-2%
PTHR1 ag,i,-28%,-32%[inhibitor],i,i,i,i,i
GLP-1R agonist,-12%,-1%,nt,1%,nt,0%,-14%,-9%
KB-V1 MDR tox,-21%,-1%,-18%,8.2µM*,1%,-7%,-26%,?

33	Cc1c(C(=O)NCCN(C)C)oc2c1-c1nn(Cc3ccccc3Cl)cc1CC2
34	COc1ccc(C(=O)N/N=C/c2c(C)nn(-c3ccccc3)c2OC)cc1
35	Cc1cc(-c2ccc(NC(=O)[C@@H]3CCCC[C@@H]3C(=O)O)c(C)c2)ccc1NC(=O)[C@@H]1CCCC[C@@H]1C(=O)O
36	CCOc1ccc(CNC(=O)c2ccc(NC(=O)N3CCSc4ncccc43)cc2)cc1OC
37	CC(=O)c1cccc(NC(=O)N2CCCC2C(=O)NCCC(C)C)c1 (stereo not drawn)
38	COc1ccc(OC)c(/C=N/Nc2nc(C)cc(=O)[nH]2)c1
39	Cn1c(=O)c(C(=O)Nc2ncccc2O)c(O)c2ccccc21
40	C=C1CCC(C)C(C)(CCC2=CCOC2=O)C/C=C\C=C/1C(=O)O (stereo not drawn)
assay / compound,33,34,35,36,37,38,39,40
TDP-43 yeast inh,4%,17%,-10%,7%,-6%,-3%,-9%,11%
D3 ag,-5,-35,3,7,1,1,3,-2
aSyn yeast inh,nt,-3%,1%,nt,6%,0%,-25%,1%
GLP1R inv ag,9%,?,?,2%,-27%,2%,6%,14%
D3 antag,nt,-14,13,nt,-23,-11,23,-9
GLP1R cytotox,1%,-29%,-13%,1%,-19%,-4%,14%,-17%
PTHR1 ag,i,i,-19%,i,i,i,-10%[57.5 µM],-22%
GLP-1R agonist,nt,5%,9%,nt,-5%,3%,-5%,0%
KB-V1 MDR tox,nt,-17%,12%,?,12%,0%,?,-6%

# Part of the list above, bar-delimited:
cpd | Molecule | TDP-43 yeast inh | D3 ag | aSyn yeast inh | GLP1R inv ag | D3 antag | GLP1R cytotox | PTHR1 ag | GLP-1R agonist | KB-V1 MDR tox
37 | CC(=O)c1cccc(NC(=O)N2CCCC2C(=O)NCCC(C)C)c1 (stereo not drawn) | -6% | 1 | 6% | -27% | -23 | -19% | i | -5% | 12%
36 | CCOc1ccc(CNC(=O)c2ccc(NC(=O)N3CCSc4ncccc43)cc2)cc1OC | 7% | 7 | nt | 2% | nt | 1% | i | nt | ?

# Next section.
41	O=C(CSc1nnc2ccccn12)c1ccccc1
42	CCOc1ccc(CNC(=O)Cn2ccc3cc(S(=O)(=O)N4CCCCC4)ccc32)cc1
43	CC(C)(C)c1ccc(C(=O)Nc2onc3c2CCCC3)cc1
44	COc1cc(-c2cn[nH]c2N)cc(OC)c1OC
45	CCN(CC)S(=O)(=O)c1ccc(N2CCOCC2)c(NS(=O)(=O)c2ccc(C)c(C)c2)c1
46	O=c1ccn([C@@H]2O[C@H](CNCc3cccn3-c3nccs3)[C@@H](O)[C@H]2O)c(=O)[nH]1
47	O=C(COc1ccc(Br)cc1)Nc1ccccc1C(=O)N1CCOCC1
assay / compound,41,42,43,44,45,46,47
TDP-43 yeast inh,1%,19%,?,-14%,-27%,8%,-14%
D3 ag,2,0,-10,-20,-9,-6,6
aSyn yeast inh,7%,nt,nt,-2%,2%,-3%,0%
GLP1R inv ag,11%,-25%,?,-27%,-26%,17%,1%
D3 antag,39,nt,nt,16,-29,0,36
GLP1R cytotox,0%,-3%,-8%,-25%,-4%,5%,-1%
PTHR1 ag,-35%[inhibitor],-21%,-7%,-11%[57.5 µM],i,-19%,i
GLP-1R agonist,-3%,nt,nt,12%,-4%,0%,-1%
KB-V1 MDR tox,24%,-1%,-13%,1%,0%,3%,1%
